# GAA850 FXN act = activators of GAA850 frataxin (FXN) promoter; HEK293 lucGAA850 FXN promoter luciferase reporter, 24 h; percent of 10 µM SAHA response; activation, % at 6 µM; 360,000 compounds, 0.56% hits;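 active = activation above the average of all compounds screened plus 3 SD, cutoff fixed separately per campaign, cut at about 7.5% in these data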;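 note: 0% = DMSO wells and 100% = 10 µM SAHA wells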
# ADAM10 inh = inhibits human ADAM10; 370,000 compounds, 0.62% hits; recombinant ADAM10, EDANS/DABCYL FRET peptide cleavage, 3 h; inhibition, % at 7 µM;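 active = inhibition above a per-campaign cutoff equal to the mean of compounds falling between control-based bounds plus 3 SD, cut at about 20% in these data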;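 note: 0% = DMSO wells while the 100% control is not disclosed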
# GC-B act = GC-B (human) receptor activation | P20594 | HEK293-GC-B cells, CNP EC30, cGMP TR-FRET; 0% at EC30 CNP, 100% saturating CNP | activation, % at 10 µM | 370,000 compounds, 0.11% hits;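 active = activation at 10 µM reaching about 35% in either raw or pattern-adjusted values, limit read from the data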
# Target sequence (P20594 whole entry, looked up): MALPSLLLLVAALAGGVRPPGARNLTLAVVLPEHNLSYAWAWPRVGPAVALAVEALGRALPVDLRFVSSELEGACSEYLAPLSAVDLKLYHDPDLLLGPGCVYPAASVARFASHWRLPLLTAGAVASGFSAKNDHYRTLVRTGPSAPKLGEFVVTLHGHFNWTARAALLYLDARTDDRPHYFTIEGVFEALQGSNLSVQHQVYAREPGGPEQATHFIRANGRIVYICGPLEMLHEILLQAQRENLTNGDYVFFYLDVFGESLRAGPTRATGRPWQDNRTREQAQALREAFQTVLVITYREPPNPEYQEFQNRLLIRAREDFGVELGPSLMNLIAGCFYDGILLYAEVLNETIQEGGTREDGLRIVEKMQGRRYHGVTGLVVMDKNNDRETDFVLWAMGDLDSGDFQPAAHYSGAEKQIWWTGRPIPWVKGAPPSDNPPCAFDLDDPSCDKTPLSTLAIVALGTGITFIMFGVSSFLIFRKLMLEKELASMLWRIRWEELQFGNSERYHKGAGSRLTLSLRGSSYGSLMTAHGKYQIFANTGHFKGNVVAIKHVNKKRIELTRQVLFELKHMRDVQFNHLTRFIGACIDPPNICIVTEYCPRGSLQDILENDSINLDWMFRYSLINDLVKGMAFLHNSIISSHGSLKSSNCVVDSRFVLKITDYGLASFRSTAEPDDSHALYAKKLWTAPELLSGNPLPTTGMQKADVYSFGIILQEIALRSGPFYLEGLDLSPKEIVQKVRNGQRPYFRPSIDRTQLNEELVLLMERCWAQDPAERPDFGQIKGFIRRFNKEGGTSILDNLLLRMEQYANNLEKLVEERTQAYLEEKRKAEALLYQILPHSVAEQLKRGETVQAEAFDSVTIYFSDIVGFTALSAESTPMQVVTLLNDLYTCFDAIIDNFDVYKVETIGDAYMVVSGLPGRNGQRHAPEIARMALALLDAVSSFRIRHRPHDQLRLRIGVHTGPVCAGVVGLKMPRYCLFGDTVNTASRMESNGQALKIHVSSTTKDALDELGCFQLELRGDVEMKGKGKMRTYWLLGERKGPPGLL
# ASAP1 GAP inh = inhibitors of human ASAP1 ArfGAP activity. inhibition, % at 16.5 µM. Q9ULH1. 360,000 compounds, 0.19% hits. ASAP1-stimulated ARF1 GTP hydrolysis, GDP FP detection; in the data active = inhibition above about 25%;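 note: 0% = vehicle with enzyme and substrate and 100% = no enzyme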
# GC-A act = GC-A (human) enzyme activation. AID 1671463. activation, % at 10 µM. P16066. 370,000 compounds, 0.14% hits. HEK293 GC-A cells, cGMP TR-FRET, EC30 ANP; 0% at EC30 ANP, 100% saturating ANP; in the data active = activation above about 40%
# rCAG RNA binder = r(CAG) repeat RNA binding; TO-PRO-1 dye displacement fluorescence; inhibition, % at 3 µM; 370,000 compounds, 1.3% hits;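 active = inhibition above the plate cutoff, the mean of all test compounds on that plate plus 3 SD, cut at about 35% in these data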;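 note: 0% = DMSO alone and 100% = 100 µM mitoxantrone as full dye displacement; higher means more dye released from RNA so lower well fluorescence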
# proKLK7 act = activates the human kallikrein-7 zymogen; P49862; purified proKLK7, EDANS-DABCYL substrate fluorescence; 100% is mature enzyme control, 0% vehicle; activation, % at 7 µM; 370,000 compounds, 0.9% hits; AID 652039;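 active = activation above the mean of all tested compounds plus 3 SD, computed per campaign excluding outliers beyond control limits, cut at about 13% in these data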
# DDE Tn6 FP inh = DD(E)-Tn6 binding inhibition, primary FP screen. P02675. Fibrin DD(E) TRITC-Tn6 fluorescence polarization displacement. inhibition, % at 8.3 µM. 370,000 compounds, 0.21% hits. AID 720509;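 active = inhibition above a per-campaign cutoff: mean of compounds within control limits plus 3 SD, cut at about 15% in these data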;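 note: 0% = median of all compound wells on the plate and 100% = blocking peptide control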
# ARFGAP1 inhibitor = inhibitors of rat ARFGAP1 | Q62848 | Arfgap1-stimulated ARF1 GTP hydrolysis, GDP FP detection | inhibition, % at 16.5 µM | 360,000 compounds, 0.26% hits | AID 651572;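 active = inhibition above a per-plate limit, mean inhibition of low control wells plus 3 SD, cut at about 25% in these data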;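 note: 0% = DMSO wells with enzyme and 100% = wells lacking Arfgap1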
#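 Material: rat Arfgap1 catalytic domain, aa 1-136; also added: human ARF1(Δ1-17)-GTP substrate; compound dosing: one concentration, 16.5 µM, DMSO 1.26%; incubation: GTP hydrolysis reaction 2 h at 25 °C; measured by: Tracer-displacement fluorescence polarization with EDTA stop, 620/688 nm; evaluation: % inhibition from polarization; repeats: one replicate per compound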
# sPLA2-III inh = Inhibits HGIII-sPLA2 liposome hydrolysis, primary screen; Q9NZ20; QFRET BODIPY PC-A2 liposome hydrolysis, fluorescence; inhibition, % at 12.2 µM; 370,000 compounds, 0.56% hits;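 active = inhibition above mean plus 3 SD of compounds lying within the high and low control bounds, cut at about 19% in these data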;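 note: 0% = median of test compound wells and 100% = no enzyme DMSO wells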
# Numbers without * were called inactive; nt = not tested or not shown.
# The first two compounds, to show the layout:
No.	mol	GAA850 FXN act	ADAM10 inh	GC-B act	ASAP1 GAP inh	GC-A act	rCAG RNA binder	proKLK7 act	DDE Tn6 FP inh	ARFGAP1 inhibitor	sPLA2-III inh
1	CCOc1ccc(-n2c(=O)c3c(C)c(C(=O)N(C)C)sc3n(CC(=O)Nc3ccccc3F)c2=O)cc1	0.4	5	2	5	-5	-1	0.2	-2	-1	4
2	O=C(NCSc1ccnc(SCNC(=O)c2ccccc2)n1)c1ccccc1	-0.2	-1	-1	-7	1	0	0.1	7	-4	9

# The list itself, repeating the preview:
No.	mol	GAA850 FXN act	ADAM10 inh	GC-B act	ASAP1 GAP inh	GC-A act	rCAG RNA binder	proKLK7 act	DDE Tn6 FP inh	ARFGAP1 inhibitor	sPLA2-III inh
1	CCOc1ccc(-n2c(=O)c3c(C)c(C(=O)N(C)C)sc3n(CC(=O)Nc3ccccc3F)c2=O)cc1	0.4	5	2	5	-5	-1	0.2	-2	-1	4
2	O=C(NCSc1ccnc(SCNC(=O)c2ccccc2)n1)c1ccccc1	-0.2	-1	-1	-7	1	0	0.1	7	-4	9
3	CC(NC(=O)c1ccccc1)c1nc2ccccc2n1Cc1ccc(C#N)cc1 (stereo not drawn)	4.0	-2	-4	1	-5	-4	-0.5	6	-9	-4
4	CC(NC(=O)C(=O)NN=C1CCCC1)c1ccccc1 (stereo not drawn)	-1.9	1	-1	-3	1	-7	0.5	-2	10	-5
5	O=C(CN(c1ccc(F)cc1)S(=O)(=O)c1ccccc1)N1CCOCC1	0.4	2	-1	-13	-2	-4	-0.2	-9	11	6
6	CCN(C(=O)c1cc2c(s1)-c1ccccc1OC2)c1cc(OC)ccc1OC	-2.4	-10	-16	-8	-24	3	0.2	-3	-5	-7
7	COc1ccc(C)cc1Nc1cc(C)nc2nc(C)nn12	-3.4	-5	4	3	2	1	-0.1	-5	2	-6
8	Cc1ccc(/C=C/C(=O)OCC(=O)N(CC(C)C)c2c(N)n(Cc3ccccc3)c(=O)[nH]c2=O)o1	0.2	1	-4	-11	-2	4	-1.2	12	-9	-2
9	CNC(=S)NNC(=O)c1cc(-c2cccnc2)nc2ccccc12	1.6	4	2	-12	-1	4	0.2	7	-1	3
10	CCOC(=O)c1cc2c(ccn2C)n1CC(=O)N1CCN(c2ccc(F)cc2)CC1	0.3	-8	5	-1	-2	-5	0.4	-1	-2	-25
11	CCSC(=O)NC12CC3CC(CC(C3)C1)C2	0.9	0	2	-7	3	-7	-0.3	-2	-3	9
12	C=C(C)c1cccc(C(C)(C)NC(=O)N2CCCCC2CC)c1 (stereo not drawn)	-1.4	6	2	-1	-6	-5	0.4	-5	0	0
13	Nc1nonc1-c1nc2ccccc2n1CCC(=O)O	-1.3	-12	-4	11	-1	1	-0.6	0	-3	3
14	COc1ccc(CNC(=O)C2CCN(S(=O)(=O)c3cc(OC)ccc3OC)CC2)cc1	-0.2	-1	4	4	-1	-4	-0.8	6	-7	-2
15	COc1cccc(OC)c1C(=O)Nc1ccc2c(c1)n(C)c(=O)n2C	0.8	6	8	-2	1	8	1.0	2	-8	3
16	CC(C)OC(=O)CSc1nnc(-c2ccc(Cl)cc2Cl)n1N	0.7	-3	2	-8	1	-2	0.7	-7	12	0
17	COC(=O)c1ccc(N=Nc2ccccc2)cc1	1.3	8	-1	-12	4	-3	0.3	6	6	-3
18	CCCn1c(-c2cc(OC)c(OC)c(OC)c2)nc2nc3ccccc3nc21	-2.6	-50	18	-3	19	-6	1.1	1	4	-1
19	Cc1ccc2[nH]c(=O)c(C3C(C#N)=C(N)Oc4c3ccc3cccnc43)cc2c1 (stereo not drawn)	1.6	-7	-2	3	8	17	0.3	2	-6	-2
20	O=C(Nc1cccc(OC(F)(F)F)c1)C1Cc2c(-c3ccco3)ccnc2O1 (stereo not drawn)	-0.6	12	-4	2	-8	0	0.6	-4	10	-5
21	O=C(NCCN1C(=O)S/C(=C\c2ccccc2)C1=O)C1CCN(S(=O)(=O)c2cccs2)CC1	-4.7	2	6	2	-3	-1	-0.6	2	3	-5
22	O=C1Nc2ccccc2-c2nnnn2C1N1CCCC1 (stereo not drawn)	nt	5	2	-1	-6	1	0.6	12	-7	1
23	CCn1c(SCC(=O)c2ccc3ccccc3c2)nnc1-c1cccs1	-1.4	-2	-7	12	-12	0	0.2	-2	-13	-54
24	N#Cc1cn(CCOc2ccc(F)cc2)c2ccccc12	-1.6	6	-15	-4	-10	2	-0.1	1	8	-15
25	CN(C)S(=O)(=O)c1cccc(NC(=O)c2cccc(S(=O)(=O)N3CCCCC3)c2)c1	0.3	-6	-1	-3	0	5	0.5	-7	7	-2
26	CCOC(=O)N1CCN(S(=O)(=O)c2ccc(C(=O)N(CCN(CC)CC)c3nc4ccc(C)cc4s3)cc2)CC1	1.6	-7	4	-3	-3	-3	0.3	-4	6	6
27	C=CS(=O)(=O)c1ccc(Oc2ccc(S(=O)(=O)C=C)cc2)cc1	-14	2	0	-14	-1	2	-0.1	1	-6	-2
28	COCc1nc2ccccc2n1Cc1c(F)cccc1Cl	-0.3	3	4	-6	0	-6	0.2	2	-9	-2
29	Cc1[nH]c2ccccc2c1/C=N/NC(=O)Nc1ccccc1	4.7	0	-7	-2	9	18	1.2	0	-1	-11
30	CCc1nc(C)ccc1OCC(=O)N(CC)CC	3.0	4	15	8	3	-1	-0.1	10	-11	4
31	CCn1c(=O)c(C(=O)Nc2ncccc2C)c(O)c2ccccc21	2.6	-1	3	8	1	-1	-1.1	-1	2	-8
32	Cc1cccc(C)c1NC(=O)C(c1ccccc1)N1CCC(Cc2ccccc2)CC1 (stereo not drawn)	nt	2	1	3	2	4	0.5	3	3	-3
33	COc1ccc(-c2nc(CN3CCC(C(=O)NC4CCCc5ccccc54)CC3)c(C)o2)cc1OC (stereo not drawn)	0.3	-11	-3	3	-2	-3	1.1	3	4	2
34	Cc1c(NC(=O)C(C)OC(=O)c2cc(Cl)nc(Cl)c2)c(=O)n(-c2ccccc2)n1C (stereo not drawn)	-0.2	-8	2	1	3	-1	-0.1	-1	11	10
35	O=C(CN1C(=O)COc2ccccc21)Nc1ccc2c(c1)OCCO2	-2.7	1	2	6	-1	-2	-0.1	1	-14	1
36	CNC(=O)COC(=O)c1ccc(Cl)c(S(=O)(=O)N2CCCC2)c1	2.2	-10	2	7	3	-3	0.1	5	-2	4
37	COc1ccc(NS(=O)(=O)c2cccc(C(=O)NN=Cc3ccc(O)c(OC)c3)c2)cc1	1.8	0	-9	8	-5	11	0.2	-13	-9	-12
38	N#CCC(=O)N/N=C/c1ccc(OC2CSC2)cc1	1.2	2	-5	9	5	7	-0.1	3	-2	-20
39	O=C1NC[C@@H](CCCCN2C[C@H](Cc3ccc(O)cc3)N(CC3CCCCC3)C(=O)C2=O)N(Cc2ccccc2)C1=O	nt	0	2	-2	0	-1	1.2	-7	1	-15
40	Cc1ccc(S(=O)(=O)N2c3ccccc3OC(C(=O)OC(C)(C)C)(C(=O)OC(C)(C)C)C2CC(=O)c2ccccc2)cc1 (stereo not drawn)	nt	-8	-3	4	-3	5	0.3	3	6	8
41	c1ccc(CN2CCN(CCN3CCn4c3nc3ccccc34)CC2)cc1	-0.5	5	-7	0	-7	-7	0.7	7	4	5
42	Cn1cnnc1SCC(=O)c1cccc([N+](=O)[O-])c1	0.8	10	0	-2	-1	12	-0.4	-7	1	-26
43	CC1CC(C)CN(CC(O)COCCOc2ccc(Br)cc2)C1 (stereo not drawn)	1.6	1	-6	-21	-8	-3	0.7	6	7	-4
44	C[C@@H]1CN([C@@H](C)CO)C(=O)CCCn2nncc2CO[C@@H]1CN(C)C(=O)Nc1ccccc1C(F)(F)F	-1.4	-11	1	2	-1	0	-0.2	0	10	21*
45	CCOC(=O)c1cccc(NC(=O)CSc2nnc(COc3ccccc3)n2CC)c1	-0.1	1	-1	-12	-1	-4	0.1	-7	5	-2
46	Cc1c(NC(=O)CN2C(=O)c3ccc([N+](=O)[O-])cc3C2=O)c(=O)n(-c2ccccc2)n1C	1.4	-1	2	-6	2	1	0.3	3	-1	2
47	O=C(Nc1ccc(F)cc1)C(CCc1ccccc1)N1CCN(CC(=O)N2CCCC2)CC1 (stereo not drawn)	nt	-5	4	-4	3	1	0.1	-2	1	5
48	COC(=O)COc1ccc(S(=O)(=O)Nc2ccc3c(c2)OCCO3)cc1C	-6.8	-2	2	-5	-2	4	-0.3	2	-4	-8
49	COc1ccc(-c2cc(NC(C)=O)c3ncc(-c4ccc(F)cc4)n3c2)cc1OC	2.2	-88	5	-11	5	10	0.9	-1	6	-11
50	CNC[C@H]1Oc2c(NS(=O)(=O)c3cccs3)cccc2C(=O)N([C@H](C)CO)C[C@@H]1C	-1.4	2	5	6	0	6	-0.4	-4	-3	3
51	Cc1ccc(-c2nc(N)sc2CC(=O)OCC(=O)NC2CCCC(C)C2C)cc1 (stereo not drawn)	2.1	2	2	-12	-1	12	-0.1	3	-6	-13
52	CC(/C=N\N1CCN(c2ccc(Cl)cc2)CC1)=C\c1ccccc1	0.1	3	9	-11	0	2	-0.2	-2	9	0
53	CCOc1ccc(C(=O)Nc2ccc(NC(=O)c3cccs3)cc2)cc1[N+](=O)[O-]	-1.2	-11	-12	7	-4	-2	0.4	8	3	-1
54	CC1=C(C(N)=O)C(c2ccccc2F)NC(=O)N1 (stereo not drawn)	0.7	-2	2	-1	5	-1	0.6	9	5	-3
55	COC(=O)c1ccccc1NS(=O)(=O)c1ccc2c3c(cccc13)C(=O)N2	3.8	-71	-11	0	-19	9	1.5	-7	6	-30
56	COc1cccc(CNC(=O)CCNS(=O)(=O)c2ccc(C)cc2)c1	0.3	3	4	-6	0	-2	-0.4	-1	-5	-5

# Other compounds:
No.	mol	GAA850 FXN act	ADAM10 inh	GC-B act	ASAP1 GAP inh	GC-A act	rCAG RNA binder	proKLK7 act	DDE Tn6 FP inh	ARFGAP1 inhibitor	sPLA2-III inh
57	CC(NC(=O)c1ccccc1NC(=O)c1ccncc1)c1ccccc1 (stereo not drawn)	-1.3	-17	5	-8	-4	-4	-0.3	-4	0	5
58	Cc1cccc(N2CC(C(=O)Nc3ccc(S(=O)(=O)N4CCCCC4)cc3)CC2=O)c1C (stereo not drawn)	0.1	8	4	2	3	6	-0.1	-6	-8	-31
59	COc1ccccc1C(=O)Nn1c(-c2cccs2)nc2ccccc2c1=O	0.4	-2	2	-6	-5	8	-0.4	0	0	1
60	CC1(C)OC2CCN3C(C(O)COS3(=O)=O)C2O1 (stereo not drawn)	1.9	2	3	0	-5	-4	0.0	0	10	10
61	O=C(c1ccccc1Br)N1CCN(Cc2ccc3c(c2)OCO3)CC1	-2.5	17	-2	-14	0	-5	0.1	-6	8	1
62	Cc1ccc([N+](=O)[O-])c(OCCN2CCC(Cc3ccccc3)CC2)c1	-1.2	14	0	0	1	-6	-0.2	-2	-5	-24
63	COc1ccc2c(c1)C(=O)c1ccccc1CO2	4.4	6	-2	-5	-3	2	-0.3	2	1	-4
64	COCCCNC(=O)C[C@H]1C[C@@]2(C(=O)OC)C(=C[C@H](COCc3ccccc3)O[C@@H]2C)N(Cc2ccc(Cl)cc2Cl)C1=O	nt	7	0	nt	-4	6	0.2	2	nt	-5
65	Oc1ccccc1CNc1ccc(OC(F)(F)F)cc1	2.1	13	-6	13	5	-2	-0.2	-7	-13	-7

# Screening data as filed in PubChem BioAssay.
